A549 viability – counter-screen for Nrf2 inhibitors: cytotoxicity in A549 cells; actives 0.16% (n = 390,000); A549 ARE-Fluc cells, CellTiter-Fluor viability, 18-24 h; Potency, µM (top dose mostly 46 µM), without a hit: at the highest dose activity change, negative = cytotoxicity, hits mostly inhibitors; further: potency means the concentration at half of the fitted maximal effect; on the % scale 0 is the no-effect control and ±100 the full control effect
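Cytotoxicity counterscreen: CellTiter-Fluor fluorescence was measured in A549 ARE_Fluc cells after 18-24 h of compound exposure in a concentration series. The subsequent BugLite luminescent read reports ARE-luciferase activity.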
Akt phos inh – blocks phosphorylation of Akt; Neuro2A IGF-stimulated pAkt S473 HTRF, 20 min; active compounds read low; activity change, % for hits at 50 µM; AID 651550; actives 0.32% (n = 360,000); in the data active means activity change below about -80%; inconclusive means mostly about -51% to -80%; further: on the % scale 0 is the no-effect control and ±100 the full control effect
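Neuro2A cells in DMEM with 0.5% FBS, overnight at 37 deg C, given compound at single 50 µM final, then IGF (6 nM final) for 20 min at 37 deg C. Lysed; phospho-Akt Ser473 by HTRF after 24 h, 665/615 ratio.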
Abeta yeast res – restores growth of yeast expressing A-beta42 peptide; yeast expressing A-beta42, growth rescue, OD600, 48 h; response scale: 0% DMSO, 100% iron-clioquinol control; Potency, µM (titrated, usually from 46.1 µM), for inactives: at the top dose growth rescue, most hits filed as activators; actives 0.063% (n = 410,000); further: potency means the concentration at half of the fitted maximal effect; nearly all actives have a fitted effect of over 55% in size
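Yeast growth medium received pinned compounds, then yeast cells expressing toxic A-beta were added; plates incubated at 30 C for 48 hr. Growth read as absorbance at 600 nm, normalized to DMSO and equimolar FeCl3 plus clioquinol controls.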
Nrf2 inh – Nrf2 pathway inhibition. A549 ARE-Fluc reporter, luciferase luminescence, 18-24 h. Potency, µM (highest dose often 46 µM), for inactives: top-dose activity change, negative = inhibition, most hits filed as inhibitors. actives 2.1% (n = 360,000); further: potency means the concentration at half of the fitted maximal effect; on the % scale 0 is the no-effect control and ±100 the full control effect; nearly all actives have a fitted effect of over 60% in size
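Cells were seeded and rested 2 h, then exposed to compounds for 18-24 h. CellTiter-Fluor was read first as a viability measure. BugLite was added 15 min before the final luminescent read of ARE-luciferase activity in A549 cells.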
Mm-Cpn inhibitor – M. maripaludis TRiC chaperonin inhibition; purified Mm-Cpn ATPase, ADP Transcreener TR-FRET; Potency, µM (highest dose often 76.9 µM), for inactives: at the highest dose activity, negative = inhibition, hits mostly inhibitors; actives 0.031% (n = 330,000); AID 504842; further: potency means the concentration at half of the fitted maximal effect; on the % scale 0 is the no-effect control and ±100 the full control effect; nearly all actives have a fitted effect of over 80% in size
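Eu-cryptate anti-ADP/ADP-d2 competition gives a ratio inversely related to ADP. Enzyme at 25 nM was pre-exposed to compound for 10 min, then given 10 uM ATP for 30 min, 37°C throughout.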
Nrf2 activator – Nrf2 pathway activation. AREc32 ARE-luciferase reporter (MCF7-derived line), luminescence, 24 h. Potency, µM (top dose mostly 46.1 µM), inactives show top-dose activation, most hits filed as activators. actives 0.31% (n = 410,000); further: potency means the concentration at half of the fitted maximal effect; % of control where 0% means no effect; nearly all actives have a fitted effect of over 65% in size
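For detection, Steady-Glo was added and plates sat 30 min at RT; before that, AREc32_Fluc cells grown overnight in OPTI-MEM/5% FBS had been treated with 23 nL compound for 24 hr at 37 deg C.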
TGFb inhibitor – TGF-b pathway inhibition; Potency, µM (titrated, usually from 46.1 µM), inactives show at the highest dose activity, negative = inhibition, actives largely listed as inhibitors; actives 1.2% (n = 410,000); AID 588855; HepG2 CAGA-GFP TGF-b/SMAD3 reporter, GFP fluorescence, 18 h; TGF-beta stimulated, 500 pg/mL final; further: potency means the concentration at half of the fitted maximal effect; on the % scale 0 is the no-effect control and ±100 the full control effect; nearly all actives have a fitted effect of over 65% in size
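GFP signal (ex488/em500-530) from TGF-beta-stimulated HEPG2 CAGA-GFP cells, 500 pg/mL final, 18 h at 37 degrees C in DMEM plus 1% FBS, normalized to unstimulated and DMSO-stimulated controls.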
CCT chaperon mod – changes cytosolic chaperonin activity | purified chaperonin ATPase assay, HTRF ADP detection, 30 min | activity change, % (no concentration beside the values), hits read low | actives 0.3% (n = 360,000) | AID 651819; in the data active means activity change below about -30%; further: on the % scale 0 is the no-effect control and ±100 the full control effect
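TRiC (40 or 20 nM final, by batch activity) in 30 mM Tris pH 7.4, 100 mM KCl, 5 mM MgCl2, 1 mM DTT was treated with compound at 76 uM single dose, then 10 uM ATP, 30 min at 37 °C. ADP was read by HTRF Transcreener.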
HepG2 tox – kills HepG2 cells in TGF-b inhibitor counter-screen; HepG2 CAGA-GFP viability, ATP luminescence, 18 h; Potency, µM (series often up to 46.1 µM), for inactives: top-dose activity change, negative = cytotoxicity, most hits filed as cytotoxic; actives 0.76% (n = 410,000); AID 588856; further: potency means the concentration at half of the fitted maximal effect; some results filed as inactive show a strong effect at the top dose
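CellTiter-Glo luminescence gave cytotoxicity after 18 hours at 37 degrees C. The cells were HepG2 CAGA-GFP in 1% FBS DMEM, stimulated with 500 pg/mL TGF-beta after compound addition. %Activity was normalised to no-cell wells (complete cell-killing) and DMSO (no toxicity), and curves were fitted and classified.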
Numbers without * were called inactive; i = inactive; ? = inconclusive; · = not tested or not shown; [ ] = dose if it differs, or a comment. Unless noted, the call rests on the fitted dose curve; in most records, active means well fitted curve in the direction sought with a large enough effect; inconclusive means small, poorly fitted or top-dose-only effect, or another doubt; inactive means no such curve, though single readings can be large; an effect the other way counts as inactive or inconclusive.

SMILES	A549 viability	Akt phos inh	Abeta yeast res	Nrf2 inh	Mm-Cpn inhibitor	Nrf2 activator	TGFb inhibitor	CCT chaperon mod	HepG2 tox
COc1ccc(OC)c(NC(=O)CSc2nnnn2C)c1	0%	i	2%	6%	1%	-0.9%	-1%	1.1	-31%
CN1CCN(C(=O)CNC(=O)C23CC4CC(CC(C4)C2)C3)CC1	5%	i	?	-13%	-30%	-0.7%	4%	0.2	-2%
NC(=S)N/N=C/c1ccc2c(c1)OCCO2	-1%	i	5%	?	-10%	2.8%	-12%	2.9	-14%
O=C(NNc1ccccc1F)C1CCC1	-12%	i	0%	-10%	1%	-0.3%	-16%	-2.2	0%
COc1ccc(OC)c(-c2cc(C3CCN(c4ncccc4[N+](=O)[O-])CC3)[nH]n2)c1	?	i	14%	?	-1%	-0.2%	?	0.5	0%
O=C(O)c1cc(S(=O)(=O)N2CCCCCC2)c(Cl)cc1Cl	-1%	i	-28%	-16%	0%	-0.6%	8%	-7.8	-22%
COc1ccc(C(NC(=O)c2ccco2)c2ccc(OC)c(OC)c2)cc1 (stereo unspecified)	13%	i	4%	·	1%	1.9%	1%	-6.0	-11%
Fc1ccc(C2=CC(c3ccco3)n3nnnc3N2)cc1 (stereo unspecified)	-11%	i	5%	?	0%	13µM*	-24%	0.0	16%
CCC1(c2ccc(Cl)cc2)NC(=O)N(CC(=O)NC2CCCCCC2)C1=O (stereo unspecified)	0%	i	10%	-15%	0%	0.1%	-17%	-0.8	-16%
CN1CCN(CC#CCn2c3ccccc3c3ccccc32)CC1	?	i	-7%	-21%	2%	3.1%	-27%	-0.1	-36%
CC(=O)N1Cc2ccccc2CC1C(=O)N1CCN(c2ccccc2)CC1 (stereo unspecified)	4%	i	-1%	5%	-4%	0.0%	-13%	-0.2	14%
Oc1ccc(/C=N/NC(=S)Nc2cccnc2)cc1	-1%	i	4%	7%	0%	1.7%	-3%	1.6	-32%
COC(=O)c1ccccc1NC(=O)NCCc1ccccc1OC	7%	i	-4%	?	2%	0.7%	6%	1.2	-10%
Cc1cc(-c2nn(C)c(=O)c3ccccc23)cc(C)c1O	-16%	i	-11%	?	-1%	1.9%	5%	0.3	-24%
C=CCn1c(SCC(=O)NC2CCCCC2)nnc1C1CCCCC1	2%	i	4%	·	1%	-0.5%	14%	-3.5	-20%
O=C(NCc1ccco1)[C@@H]1CCCN1C(=O)c1cccs1	1%	i	0%	-5%	0%	-0.3%	-6%	-1.5	-11%
Cc1cc(C)c2[nH]c(=O)c(CN(Cc3cccs3)C(=S)NCc3ccco3)cc2c1	1%	i	-6%	-9%	-15%	3.1%	-11%	-1.8	2%
O=C(Nc1ccc(N2CCOCC2)cc1)c1cc(-c2ccncc2)nc2ccccc12	5%	i	-13%	-4%	0%	2.1%	?	2.1	-39%
Cc1nn(CC#N)c(=O)n1-c1ccccc1	-3%	i	-7%	13%	-1%	-0.2%	1%	-0.7	-2%
CCOC(=O)c1c(N)sc2c1CCCC2	-1%	i	11%	10%	1%	0.7%	0%	0.3	-5%
O=C(O)CCC(=O)OCCN(Cc1ccc(Oc2ccc([N+](=O)[O-])cc2)cc1)C(=O)C(Cl)Cl	0%	i	0%	?	·	5.1%	-10%	-2.9	-9%
CCCC(=Nc1ccccc1)C1=C(O)C(C(=O)OC)C(C)(C)CC1=O (stereo unspecified)	-5%	i	-35%[inhibitor]	0%	-1%	0.0%	0%	0.6	2%
CCc1nc2nc(C)c(NS(=O)(=O)c3ccc(C4CCCCC4)cc3)c(=O)n2[nH]1	2%	i	-9%	2%	4%	-0.1%	10%	-0.9	-11%
Cc1ccc(C(=O)Nc2c(-c3ccccc3)nc3ccccn23)cc1	-25%	·	0%	4%[9.27 µM]	·	-0.8%	?	·	-3%
CSc1ccccc1NC(=O)CN(C)C(=O)C1CCN(C(=O)Nc2ccccc2)CC1	4%	i	2%	4%	-1%	1.1%	9%	-2.0	-6%
Continued:
SMILES	A549 viability	Akt phos inh	Abeta yeast res	Nrf2 inh	Mm-Cpn inhibitor	Nrf2 activator	TGFb inhibitor	CCT chaperon mod	HepG2 tox
COC(=O)C[C@@H]1C[C@H]2c3cc(NS(C)(=O)=O)ccc3O[C@H]2[C@H](CO)O1	·	i	-3%	·	·	0.4%	0%	-2.0	-20%
COc1ccc(C(=O)N2CCOC2CNC(=O)C(=O)NCc2ccc3c(c2)OCO3)cc1 (stereo unspecified)	-2%	i	-3%	-17%	2%	0.1%	7%	-1.4	-26%
NNc1nc2ccc(F)cc2s1	-16%	i	-20%	8%	-2%	17%	?	1.1	-46%
Cc1cccc(C(=O)NC2CCN(C(=S)NCc3ccco3)CC2)c1	4%	i	-5%	9%	1%	-1.2%	-3%	-3.6	-1%
C#C[C@]1(O)CC[C@H]2[C@@H]3CCc4cc(O)ccc4[C@H]3CC[C@@]21C	-2%	i	?	-18%	1%	0.3%	-13%	0.5	-4%
Cc1ccc(NC(=O)CN(C)C(=O)c2cccc(S(=O)(=O)N3CCc4ccccc4C3)c2)cc1	·	i	7%	·	·	-2.8%	-15%	0.6	-14%
O=C(Nc1cccc2ncccc12)c1ccc(OCc2ccccc2)cc1	-4%	i	27%	-26%	1%	-0.6%	-15%	-7.8	1%
CC1CN(CC(=O)Nc2nc3ccccc3s2)CC(C)O1 (stereo unspecified)	-1%	i	2%	27%	-5%	3.3%	11%	-0.8	-4%
CCCOc1ccc(/C=C/C(=O)NC2CCCCC2)cc1OC	0%	i	6%	1%	2%	0.1%	3%	0.9	-2%
CC(C)COc1ccc(C(=O)Nc2ccc([N+](=O)[O-])cc2)cc1	-6%	i	2%	-26%	0%	0.0%	-8%	0.0	12%
Cc1cc(C)cc(C(=O)N(c2ccccn2)C(C)c2ccco2)c1 (stereo unspecified)	-13%	i	18%	25%	-1%	-0.5%	10%	-1.0	0%
COC(=O)COc1ccc(Cl)cc1C1Nc2ccccc2C(=O)N1c1ccc(OC)cc1 (stereo unspecified)	0%	i	3%	11%	2%	0.8%	-10%	-1.2	-9%
O=C(O)c1cn(Cc2ccccc2Cl)c2ccc(S(=O)(=O)N3CCOCC3)cc2c1=O	-5%	i	1%	-13%	-2%	-0.6%	0%	-0.1	22%
CC(=O)c1cccc2c1OC(C)C(=O)N2Cc1ccc(Cl)cc1 (stereo unspecified)	·	i	20%	·	·	4.5%	6%	0.6	-13%
CCN(CC)S(=O)(=O)c1ccc(C(=O)NC(=S)N(CCO)Cc2ccccc2)cc1	-5%	i	21%	7%	2%	-0.6%	3%	-1.6	7%
CCc1ccccc1NC(=O)c1ccc(Cn2cc([N+](=O)[O-])cn2)cc1	-1%	i	9%	3%	-1%	-0.3%	0%	-0.1	-32%
CCCCNc1nc2c(c(=O)n(C)c(=O)n2C)n1CCC	0%	i	4%	-5%	1%	-0.4%	-22%	-0.6	-17%
CC(CCc1ccco1)NC(=O)Nc1cccc(F)c1 (stereo unspecified)	3%	i	-20%	5%	-1%	1.8%	-8%	-0.1	-8%
CCNC(=O)C1CCCN(Cc2ccc(C)c3ccccc23)CC1 (stereo unspecified)	·	i	-14%	·	·	0.4%	1%	-3.6	-21%
Cc1cc(OCC(=O)NC2CC(C)(C)NC(C)(C)C2)c2c(C)cc(=O)oc2c1	2%	i	0%	1%	-2%	0.2%	5%	0.7	-5%
O=C(OCc1nnc(-c2cccs2)o1)c1cccnc1Cl	2%	i	4%	5%	-1%	2.4%	-17%	0.6	-7%
COC(=O)CC1C(=O)NCCN1C(=O)c1ccc2oc(C(C)C)nc2c1 (stereo unspecified)	1%	i	13%	6%	-2%	0.2%	9%	0.1	2%
COc1c(C)cc(C(=O)C2CCCN(C(=O)c3csc(C)n3)C2)cc1C (stereo unspecified)	-4%	i	10%	-10%	2%	0.4%	-20%	-1.3	-11%
CCN(CCO)C(=O)CC1C(=O)NCCN1Cc1c(F)cccc1Cl (stereo unspecified)	-1%	i	-5%	5%	?	-0.2%	-15%	0.4	-20%
CC(C)CC(=O)Nc1c(C(=O)N2CCN(c3ccccc3F)CC2)oc2ccccc12	-12%	·	16%	26µM*	·	0.8%	-3%	·	7%
O=C(C(=O)N1CCCCC1)c1cn(CC(=O)N2CCCCCC2)c2ccccc12	-15%	i	-4%	-7%	-7%	0.1%	-19%	-1.8	0%
CCOc1ccc(-c2nc(CSCC(=O)NCc3ccc(C)cc3)c(C)o2)cc1	2%	·	-11%	·	·	-3.2%	?	·	-23%

Compound activity (PubChem)
